TrxR1 substrate = substrates of rat thioredoxin reductase 1; purified TrxR1 substrate turnover, NADPH consumption readout; AID 588456; hit rate 0.01% among 390,000; O89049; Potency, µM (top dose mostly 114 µM), without a hit: at the highest dose activity change, negative = substrate turnover; further: potency means the concentration at half of the fitted maximal effect; on the % scale 0 is the no-effect control and ±100 the full control effect; nearly all actives have a fitted effect of over 50% in size
Target sequence (O89049 whole entry, looked up): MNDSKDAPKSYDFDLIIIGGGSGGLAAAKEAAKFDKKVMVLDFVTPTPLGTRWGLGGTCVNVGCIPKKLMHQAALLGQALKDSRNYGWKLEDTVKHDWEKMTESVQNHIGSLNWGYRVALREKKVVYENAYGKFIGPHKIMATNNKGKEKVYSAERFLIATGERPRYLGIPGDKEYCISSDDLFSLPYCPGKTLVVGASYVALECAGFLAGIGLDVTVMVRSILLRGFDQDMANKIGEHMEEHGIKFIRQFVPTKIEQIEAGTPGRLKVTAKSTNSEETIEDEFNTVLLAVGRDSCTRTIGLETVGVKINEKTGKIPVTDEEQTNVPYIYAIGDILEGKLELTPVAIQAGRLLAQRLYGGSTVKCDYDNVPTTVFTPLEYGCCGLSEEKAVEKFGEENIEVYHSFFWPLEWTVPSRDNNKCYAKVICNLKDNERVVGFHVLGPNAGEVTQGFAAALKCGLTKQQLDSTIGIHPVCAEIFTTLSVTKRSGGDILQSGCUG
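Rat TrxR1, dispensed at 90 nM, was prereduced with 400 uM NADPH (final) for 5 min at ~22 deg C, then incubated with compound 15 min before 400 uM selenite. A first-read NADPH fluorescence drop versus no-compound background flagged substrates.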
IDH1 R132H inh = inhibitors of human mutant IDH1 R132H. Potency, µM (doses to about 76.6 µM), for inactives: at the top dose activity change, negative = inhibition, usual class: inhibitors. IDH1-R132H enzyme, NADPH consumption, diaphorase/resazurin fluorescence. AID 602179. hit rate 0.093% among 390,000; further: potency means the concentration at half of the fitted maximal effect; on the % scale 0 is the no-effect control and ±100 the full control effect; nearly all actives have a fitted effect of over 65% in size
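IDH1-R132H (0.5 ug/mL dispensed) in pH 7.5 Tris buffer was preincubated 30 min with compound, then given a substrate mix of 0.016 mM NADPH and 2 mM alpha-KG for 80 min at room temperature; remaining NADPH was read by diaphorase/resazurin fluorescence.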
RGS4 inh = inhibitors of human regulator of G protein signaling 4 | Potency, µM (highest dose often 114 µM), inactives show at the top dose activity change, negative = inhibition, usual class: inhibitors | Transcreener GDP fluorescence polarization, RGS4-accelerated GTP hydrolysis | hit rate 0.039% among 390,000; further: potency means the concentration at half of the fitted maximal effect; on the % scale 0 is the no-effect control and ±100 the full control effect; nearly all actives have a fitted effect of over 75% in size; some results filed as inactive show a strong effect at the top dose
Target sequence (P49798 whole entry, looked up): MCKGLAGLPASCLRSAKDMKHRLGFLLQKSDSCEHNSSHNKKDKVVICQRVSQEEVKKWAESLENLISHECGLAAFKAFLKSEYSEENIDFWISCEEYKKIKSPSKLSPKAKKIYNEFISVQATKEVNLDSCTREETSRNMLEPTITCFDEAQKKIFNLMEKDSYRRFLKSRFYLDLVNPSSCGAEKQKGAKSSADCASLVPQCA
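MLSMR compounds (23 nl, pin-transferred) preincubated 10 min at room temperature with a 500nM (2x) first reagent, then RGS4 at 900nM (2x) plus Transcreener GDP mix added; fluorescence polarization (620/688 nm) read before and after 90 min at 30 °C.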
GRP78 ERSR act = ER stress response induction in glioma; AID 602332; U87-MG GRP78 promoter luciferase reporter, 16 h; Potency, µM, without a hit: at the highest dose activation, actives largely listed as activators; hit rate 0.02% among 420,000; further: potency means the concentration at half of the fitted maximal effect; series mostly up to about 76 µM; % of control where 0% means no effect; nearly all actives have a fitted effect of over 35% in size
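ERSR induction read as luciferase luminescence (Bright-Glo, 10 min at room temperature) in stably transfected human U87-MG glioma cells exposed to compounds for 16 h, using GRP78 as sensor.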
LDHA block = blocks human lactate dehydrogenase A | AID 1347041 | P00338 | purified LDHA, NADH/diaphorase-resazurin fluorescence; stronger effect = lower value | activity change, % (values are at about 110 or 230 µM) | hit rate 0.15% among 480,000; in the data active means activity change below about -30%; inconclusive means mostly about -25% to -30%;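 further: plate controls were DMSO wells for no effect and wells without enzyme for full effect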
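Human LDH5 (2 nM) was incubated with 0.06 mM NADH and 0.2 mM pyruvate for 5 min at room temperature in Tris pH 7.4. Remaining NADH was coupled through diaphorase/resazurin, and resorufin fluorescence was read at 0 and 20 min.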
Vif-APOBEC3F blk = inhibitors of Vif-A3F interaction; HeLa A3F-eYFP + Vif (tagged APOBEC3F with the HIV-1 protein that degrades it), YFP fluorescence increase; Potency, µM (highest dose often 46.1 µM), without a hit: top-dose activity, negative = active; hit rate 0.2% among 390,000; AID 602313; further: potency means the concentration at half of the fitted maximal effect; % of control where 0% means no effect; nearly all actives have a fitted effect of over 65% in size
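HeLa cells stably expressing A3F-eYFP plus Vif, plated and incubated overnight at 37 deg C, then exposed to compounds overnight at 37 deg C. Blocked degradation read as raised yellow fluorescence (Ex 488/Em 500-530).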
USP1 inh = blocks the human USP1/UAF1 deubiquitinase complex; recombinant USP1/UAF1, Ub-Rhodamine cleavage fluorescence; O94782; AID 743255; hit rate 0.23% among 390,000; Potency, µM (titrated, usually from 57.1 µM), for the others: at the highest dose activity change, negative = inhibition, hits mostly inhibitors; further: potency means the concentration at half of the fitted maximal effect; on the % scale 0 is the no-effect control and ±100 the full control effect; nearly all actives have a fitted effect of over 60% in size; inactives centre near -12
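High-throughput fluorogenic screen: 1nM USP1/UAF1 complex, Ub-Rho substrate 150nM final, 50mM HEPES pH 7.8 with 0.5mM EDTA, 0.1 mg/ml BSA, 1mM TCEP and 0.01% Tween-20.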
Vif-APOBEC3G blk = blocks the Vif interaction with human APOBEC3G | hit rate 0.076% among 410,000 | Potency, µM (top dose mostly 46.1 µM), without a hit: at the highest dose activity, negative = active, most hits filed as inhibitors | AID 602310 | Q9HC16 | HeLa A3G-eYFP + Vif (tagged APOBEC3G with the HIV-1 protein that degrades it), YFP fluorescence, overnight;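 further: potency means the concentration at half of the fitted maximal effect; on the % scale 0 is the no-effect control and ±100 the full control effect; nearly all actives have a fitted effect of over 60% in size; hits raise eYFP signal because A3G escapes Vif-driven loss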
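Read-out is eYFP fluorescence (Ex 488/Em 500-530) from Vif-expressing HeLa A3G-eYFP cells; more signal means A3G escaped Vif-mediated degradation. Cells plated overnight, compound pinned in, incubated overnight at 37 deg C.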
rTrxR1 inhibitor = blocks rat thioredoxin reductase 1; O89049; Potency, µM (top dose mostly 114 µM), for the others: at the top dose activity change, negative = inhibition, hits mostly inhibitors; recombinant rTrxR1, NADPH fluorescence consumption, selenite substrate; hit rate 1% among 390,000; AID 588453; further: potency means the concentration at half of the fitted maximal effect; on the % scale 0 is the no-effect control and ±100 the full control effect; nearly all actives have a fitted effect of over 65% in size
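Rat TrxR1 (90 nM in the dispensed reagent) was pre-reduced with 400 uM NADPH for 5 min at room temperature, then incubated with compound for 15 min. After 400 uM selenite was added, NADPH fluorescence (Ex 340/Em 450 nm) was followed for 8 min.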
An asterisk follows results filed as active; ? = inconclusive; . = not tested or not shown; & = joins results of further samples; [ ] = another dose, or the depositor's remark. Unless noted, the call rests on the fitted dose curve; in most records, active means well fitted curve in the direction sought with a large enough effect; inconclusive means small, poorly fitted or top-dose-only effect, or another doubt; inactive means no such curve, though single readings can be large; an effect the other way counts as inactive or inconclusive.

SMILES	TrxR1 substrate	IDH1 R132H inh	RGS4 inh	GRP78 ERSR act	LDHA block	Vif-APOBEC3F blk	USP1 inh	Vif-APOBEC3G blk	rTrxR1 inhibitor
CSCCC(NC(=O)c1ccccc1Cl)C(=O)N1CCN(C(C)=O)CC1 (stereo not given)	0%	3%	-31%	-3%	-10	2%	-13%	-2%	-1%
CCOC(=O)CCc1c(C)nc2cc(-c3ccc(Cl)cc3)[nH]n2c1=O	0%	5%	-4%	-1%	1	-13%	-19%	4%	8%
CC1CN(C2CCN(S(=O)(=O)Cc3ccccc3)CC2)CC(C)O1 (stereo not given)	6%	1%	-32%	-4%	-15	3%	-21%	0%	9%
CCN(CC(=O)NCc1cccs1)C(=O)c1ccc(-c2ccc(F)cc2)o1	16%	-7%	-11%	3%	2	2%	-12%	-27%	?
CC(=O)Nc1ccc(NC(=O)C(C)OC(=O)/C=C/c2cccs2)cc1 (stereo not given)	-7%	5%	11%	-3%	-2	2%	-15%	-7%	21%[57.1 µM]
CCc1ccc(NC(=O)C2CCN(S(=O)(=O)c3c(C)noc3/C=C/N(C)C)CC2)cc1	-15%	0%	8%	-1%	-7	-13%	-5%	0%	0%
COc1ccc(C(=O)Nc2cccnc2)cc1S(=O)(=O)N1CCOCC1	-3%	0%	4%	1%	0	-3%	-13%	-2%	-16%
N#C/C(=C\c1c(N2CCCCCC2)nc2ccccn2c1=O)C(N)=O	12%[57.1 µM]	0%	5%	-3%	-7	-2%	-11%	1%	-42%
COC(=O)N/N=C(C)/C=C/c1ccccc1	-15%	5%	15%	2%	-6	-25%	-2%	2%	-17%
COc1ccc(CN2CCC(C(=O)c3ccc(Cl)cc3)CC2)cc1	2%	17%	-17%	0%	-2	-9%	-20%	-1%	11%
O=C(c1ccccn1)N1CCN(C(=O)c2ccccn2)CC1	0%	-1%	29%	-4%	-9	2%	-6%	-2%	8%
Cc1ccc(S(=O)(=O)N2CCN(C(=O)Cc3ccsc3)CC2)c(C)c1	-7%	11%	4%	-3%	-3	0%	-3%	-4%	-11%

The final seven records of the section before come first, to join the parts.
SMILES	TrxR1 substrate	IDH1 R132H inh	RGS4 inh	GRP78 ERSR act	LDHA block	Vif-APOBEC3F blk	USP1 inh	Vif-APOBEC3G blk	rTrxR1 inhibitor
CCc1ccc(NC(=O)C2CCN(S(=O)(=O)c3c(C)noc3/C=C/N(C)C)CC2)cc1	-15%	0%	8%	-1%	-7	-13%	-5%	0%	0%
COc1ccc(C(=O)Nc2cccnc2)cc1S(=O)(=O)N1CCOCC1	-3%	0%	4%	1%	0	-3%	-13%	-2%	-16%
N#C/C(=C\c1c(N2CCCCCC2)nc2ccccn2c1=O)C(N)=O	12%[57.1 µM]	0%	5%	-3%	-7	-2%	-11%	1%	-42%
COC(=O)N/N=C(C)/C=C/c1ccccc1	-15%	5%	15%	2%	-6	-25%	-2%	2%	-17%
COc1ccc(CN2CCC(C(=O)c3ccc(Cl)cc3)CC2)cc1	2%	17%	-17%	0%	-2	-9%	-20%	-1%	11%
O=C(c1ccccn1)N1CCN(C(=O)c2ccccn2)CC1	0%	-1%	29%	-4%	-9	2%	-6%	-2%	8%
Cc1ccc(S(=O)(=O)N2CCN(C(=O)Cc3ccsc3)CC2)c(C)c1	-7%	11%	4%	-3%	-3	0%	-3%	-4%	-11%
O=C(NNC(=S)NCc1ccc(Cl)cc1)c1ccc2c(c1)OCO2	-1%	0%	-18%[56.9 µM]	1%	1	0%	-10%	0%	22%
CN(C)S(=O)(=O)c1ccc2c(c1)N(CC(=O)N1CCC(C(N)=O)CC1)CCS2	1%[57.1 µM]	1%	-1%	-1%	-2	-7%	-17%	-1%	27%[57.1 µM]
CCc1cccc(C)c1NC(=O)CO/N=C(\N)CC(=O)NC1CCCCC1	3%[57.1 µM]	9%	1%	-6%	-2	-6%	-11%	-4%	9%[57.1 µM]
CCN(CC)c1ccc2c(C)cc(=O)oc2c1	78%[activator]	3%	22%	-1%	-2	-2%	7%	1%	-19%
CC(C)(C)c1ccc(-c2noc(-c3ccc4c(c3)CCO4)n2)cc1	11%[11.4 µM]	8%	-3%	4%	-7	6%	?	1%	22%[11.4 µM]
CCCc1nc2ccccc2c(=O)n1CC(=O)c1ccccc1	-4%	2%	?	-5%	-3	?	-12%	2%	18%
COc1cc(/C=C/C(=O)c2ccc3c(c2)OCCO3)cc(OC)c1OC	-2%	1%	-8%	11%	0	-4%	-21%	?	15%
O=C(Nc1ccccc1C(=O)O)c1ccc(Cl)c(S(=O)(=O)N2CCOCC2)c1	14%[57.1 µM]	-2%	21%	8%	-6	3%	3%	4%	1%[57.1 µM]
Cc1cc(C)c[n+](-c2nc3ccccc3nc2[N-]S(=O)(=O)c2ccc(Br)s2)c1	-4%[57.1 µM]	0%	-13%	-1%	-2	?	-4%	?	-20%[57.1 µM]
Cc1ncoc1C(=O)N1CCCC(C(=O)Nc2cccc(-c3ccc(F)cc3)c2)C1 (stereo not given)	-2%	6%	-20%	-1%	1	3%	-14%	-1%	-9%
COc1cc(C(F)(F)F)nc2ccc(C#CCOC(=O)Nc3ccccc3)cc12	2%	-3%	0%	2%	-1	-4%	-22%	-1%	-6%
O=C(Nc1ncc(Cc2ccc(C(F)(F)F)cc2)s1)c1ccc(-c2cccc([N+](=O)[O-])c2)o1	-9%	1%	-6%	-4%	-9	-7%	-28%	0%	-3%
CCN(CC)CCNC(=O)C1CCN(S(=O)(=O)N2CCCCC2)CC1	1%	1%	2%	-5%	2	-1%	-17%	-1%	-5%
Cn1c(=O)c2c(nc(SCC(=O)Nc3ccccc3)n2Cc2ccccc2F)n(C)c1=O	12%	.	-13%	.	-1&1	.	-15%	.	18%
CCCn1c(N)c(C(=O)CSc2nc3ncc(Cl)cc3[nH]2)c(=O)n(C)c1=O	7%	0%	11%	-2%	-4	-11%	-7%	-4%	26%
COc1ccccc1CNc1nc2c(S(=O)(=O)c3ccc(C)c(C)c3)nnn2c2ccc(Cl)cc12	47%[activator]	-13%	6%	-3%	-1	1%	-30%	0%	53%[activator]
CC1Cc2ccccc2N1S(=O)(=O)c1cccc(C(=O)N2CCCCC2)c1 (stereo not given)	1%	5%	-21%	-3%	-2	1%	-6%	2%	12%
C[C@@H]1CC=C[C@H]2[C@H]1C(=O)N(Cc1ccccc1)[C@H]2c1ccc(C(F)(F)F)cc1	7%[57.1 µM]	5%	-24%	0%	3	0%	-17%	1%	18%[57.1 µM]
CC(=O)Nc1ccc(S(=O)(=O)NCCC(=O)Nc2ncccc2C)cc1	1%	11%	8%	-3%	-2	7%	-19%	1%	9%
COc1cccc(N2CCN(C(=O)c3ccc(CS(=O)c4ccc(C)cc4)o3)CC2)c1 (stereo not given)	11%	4%	-1%	-9%	-10	-2%	-9%	-37%	13%
[O-][n+]1onc2c1CCc1nnc(-c3ccccc3)cc1-2	-8%	4%	-9%	0%	4	1%	-9%	4%	-11%
Cc1ccc(NC(=O)N2CCc3cc(S(=O)(=O)N4CCC(C)CC4)ccc32)cc1	1%	.	14%	.	-11	.	-18%	.	3%
CC(C)CCNC(=O)CN(Cc1ccc2c(c1)OCO2)C(=O)CCC(=O)Nc1ccccn1	-5%	-3%	6%	-6%	-2	-1%	-9%	0%	-3%
CCOC(=O)c1c(C)[nH]c(C)c1S(=O)(=O)N(C)CC(=O)N1CCN(c2ccc(Cl)cc2)CC1	4%[57.1 µM]	0%	-22%	-3%	-3	7%	-28%	2%	19%[57.1 µM]
O=C(CCC1CCCN(C(=O)c2ccc3cc[nH]c3c2)C1)NCc1ccc(F)c(F)c1 (stereo not given)	8%[57.1 µM]	-2%	25%	8%	-12	19%	5%	2%	16%[57.1 µM]
Cc1ccc(Nc2nc(N)nc(CSc3nc4ccccc4s3)n2)cc1	13%&-8%	5%&4%	-6%&-19%	-1%&3%	-9&2	1%&0%	-27%&-4%	0%&-12%	25%&-9%
Cc1ccc(C(=O)N2CCN(c3cc(=O)[nH]nc3-c3ccccc3)CC2)cc1	-2%[57.1 µM]	-4%	-22%	0%	-5	2%	-13%	-1%	-2%[57.1 µM]
O=C(CCCN1C(=O)/C(=C\c2ccco2)SC1=S)Nc1cccc2ccccc12	-9%	-3%	-35%	-5%	-5	-11%	-23%	-6%	-29%
O=C(CSCc1ccccc1Cl)NNC(=S)Nc1ccccc1	-2%	5%	?	3%	-7	2%	-9%	-1%	-31%
O=C(CCCCCn1c(=S)[nH]c2cc3c(cc2c1=O)OCO3)NCCc1ccccc1	-1%	0%	-2%	-5%	-10	-4%	-16%	2%	18%
CCOc1ccc(S(=O)(=O)n2nc(C)c(S(=O)(=O)N3CCCCCC3)c2C)cc1	-3%[57.1 µM]	-5%	4%	-1%	-7	-4%	-9%	-1%	12%[57.1 µM]

Screens (PubChem BioAssay)

The list is partial; rates above refer to the full screens.
